# Bioassay records (PubChem BioAssay)
# p97 ATPase inh – inhibitors of human p97 ATPase, primary screen, biochemical; recombinant p97 ATPase, Kinase-Glo ATP luminescence, 3 h; AID 1481, 2009; inhibition, % at 8 µM; hit rate 0.42% among 220,000; Transitional endoplasmic reticulum ATPase (Homo sapiens), P55072; in the data active means inhibition above about 15%;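 further: 0% = DMSO vehicle and 100% = wells lacking enzyme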
# Target sequence (P55072 whole entry, looked up): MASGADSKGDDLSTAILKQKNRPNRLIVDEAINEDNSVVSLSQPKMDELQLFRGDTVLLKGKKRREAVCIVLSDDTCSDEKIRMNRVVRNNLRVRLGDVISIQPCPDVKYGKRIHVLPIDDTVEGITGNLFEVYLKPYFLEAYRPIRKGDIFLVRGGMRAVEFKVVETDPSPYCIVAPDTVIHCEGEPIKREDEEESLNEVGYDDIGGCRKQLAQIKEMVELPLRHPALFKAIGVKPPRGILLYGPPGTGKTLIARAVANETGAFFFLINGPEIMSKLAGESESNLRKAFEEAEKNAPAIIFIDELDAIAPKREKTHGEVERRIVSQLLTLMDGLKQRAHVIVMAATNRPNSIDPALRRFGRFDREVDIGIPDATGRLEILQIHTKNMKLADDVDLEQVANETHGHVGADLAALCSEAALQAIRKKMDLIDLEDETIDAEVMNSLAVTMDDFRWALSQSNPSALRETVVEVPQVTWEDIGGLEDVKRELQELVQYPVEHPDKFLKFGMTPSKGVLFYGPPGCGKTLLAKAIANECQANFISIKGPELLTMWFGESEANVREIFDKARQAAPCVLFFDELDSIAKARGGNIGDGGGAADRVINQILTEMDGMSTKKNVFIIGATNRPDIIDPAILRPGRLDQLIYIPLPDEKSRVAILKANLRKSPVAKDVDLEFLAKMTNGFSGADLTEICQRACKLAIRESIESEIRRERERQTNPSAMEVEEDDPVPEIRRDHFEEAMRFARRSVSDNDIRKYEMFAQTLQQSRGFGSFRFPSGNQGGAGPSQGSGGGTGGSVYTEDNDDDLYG
# EP2 antag – human EP2 receptor antagonists, primary screen, TR-FRET cAMP, C6 glioma cells | Prostaglandin E2 receptor EP2 subtype (Homo sapiens), P43116 | C6 glioma cells expressing human EP2; cells stimulated with saturating PGE2 | inhibition, % at 25 µM | hit rate 0.52% among 260,000 | AID 1422, 2008;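 active means percent inhibition above 40 after rounding to a whole number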;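 further: rat C6 glioma host cells with rolipram phosphodiesterase inhibitor present; the protocol text gives 20 µM as final concentration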
# Furin inh – human furin inhibitors, primary screen, biochemical, fluorescence intensity; purified furin, fluorogenic substrate cleavage; inhibition, % at 30 µM; hit rate 0.061% among 220,000; P09958; in the data active means inhibition above about 25%; further: inactives centre near -15
# Tb hexokinase – Trypanosoma brucei hexokinase 1 inhibitors, primary screen, biochemical, G6PDH-coupled NADH absorbance, MLSCN library. recombinant TbHK1, G6PDH-coupled NADH A340. inhibition, % at 10 µM. hit rate 0.11% among 220,000;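 active means inhibition of 50% or more in the single-dose primary screen; inactive means inhibition below 50%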
# PPC-1+TRAIL kill – compounds killing PPC-1 cancer cells with TRAIL present, primary screen, TRAIL potentiator project, ATPLite luminescence, uHTS; PPC-1 cells + TRAIL, ATPLite viability luminescence; cell killing (% activity), % at 4 µM; hit rate 0.41% among 220,000;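 active means cell killing above 50% in the first pass at 4 µM, then a duplicate retest at 5 µM averaging 50% or more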;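 further: plate controls were cells with TRAIL plus DMSO for no effect and medium-only wells lacking cells for full effect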
# p47phox inh – p47phox/p22phox peptide binding inhibitors, primary screen, biochemical, uHTS, NADPH oxidase regulatory subunit | fluorescence polarization, 2 h | inhibition, % at 24.7 µM | hit rate 0.53% among 220,000;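 active means inhibition above about 30%, limit read from the data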;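 further: 0% = p47phox with labelled peptide and 100% = labelled peptide alone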
# Ba/F3 V617F tox – reduced viability of JAK2V617F-dependent Ba/F3 cells, primary screen, JAK2V617F inhibitor project, cell-based, Ba/F3 EpoR-JAK2V617F, luminescence; ATP luminescence; inhibition, % at 5.6 µM; hit rate 1.1% among 220,000; AID 1446, 2008;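 active means inhibition above the campaign mean plus 3 SD over all tested compounds, cut at about 24% in these data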;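 further: cytokine-independent growth of Ba/F3 cells driven by EpoR plus mutant JAK2; 0% = DMSO-treated cells and 100% = JAK inhibitor I control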
# BaF3 parental – parental Ba/F3 cell viability inhibition, counter-screen for JAK2V617F inhibitor project, murine pro-B, CellTiter-Glo luminescence; inhibition, % at 5.6 µM; hit rate 1.1% among 220,000; CellTiter-Glo ATP luminescence;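 active means inhibition above a per-campaign cutoff, the mean inhibition of all tested compounds plus 3 SD, cut at about 27% in these data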;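 further: 0% = DMSO wells and 100% = JAK Inhibitor I control wells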
# RBBP9 inhibitor – human RBBP9 inhibitors, primary screen, biochemical, fluorescence polarization, FP-Rh probe, HTS | Serine hydrolase RBBP9 (Homo sapiens), O75884 | recombinant RBBP9 | inhibition, % at 7.94 µM | hit rate 0.2% among 220,000 | AID 1515, 2009;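 active means inhibition above the campaign mean of all tested compounds plus 3 SD, cut at about 14% in these data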;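 further: plate controls were DMSO wells with RBBP9 for no effect and wells lacking RBBP9 protein for full effect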
# Target sequence (O75884 whole entry, looked up): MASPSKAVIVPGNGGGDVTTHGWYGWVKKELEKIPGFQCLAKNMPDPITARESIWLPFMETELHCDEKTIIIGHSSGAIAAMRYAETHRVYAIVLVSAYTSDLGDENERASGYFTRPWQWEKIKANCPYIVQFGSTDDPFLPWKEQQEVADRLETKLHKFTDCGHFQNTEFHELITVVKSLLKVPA
#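 Measured by – fluorescence polarization · Test system – RBBP9 protein · Input – 2.5 µM RBBP9 dispensing solution, before mixing · Measure – percent inhibition from mP, scaled between DMSO and no-protein wells · Benchmarks – DMSO-treated enzyme wells and wells lacking RBBP9 · Times – preincubation 30 min plus labeling 45 min at 25 °C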
# The depositor's hits bear a star; . = no result given; & = joins results of further samples; [ ] = dose if it differs, or a comment.
SMILES,p97 ATPase inh,EP2 antag,Furin inh,Tb hexokinase,PPC-1+TRAIL kill,p47phox inh,Ba/F3 V617F tox,BaF3 parental,RBBP9 inhibitor
O=C(NC1CCCC1)c1ccc(Br)s1,6,5,-20,4,11,-13,0,3,-1
CCOC(=O)c1c(/N=C/c2cccc([N+](=O)[O-])c2O)sc2c1CCC2,13,17,-11,-8,20,-5,-4,1,1
COc1ccc(N/C=C(\C(C)=O)c2ccc(OC)c(OC)c2)cc1OC,-3,-1,-8,-30,0,-1,6,7,-3
CCOC(=O)c1cnc2sc3c(n2c1=O)CCCC3,0,18,-87,-13,9,-36,72*,64*,-6
Cc1ccccc1N1CN(Cc2ccco2)CNC1=S,-3,3,-13,-2,6,2,0,4,-6
COc1ccc(C2C(C#N)=C(N)Nc3nc4ccccc4n32)cc1 (stereo unspecified),2,17,-7,17,33,-7,3,6,-8
Cc1ccc(CSc2nnc(CS(=O)Cc3ccc(Cl)cc3Cl)n2C)cc1 (stereo unspecified),-7,11,0[20 µM],8,-1,5,8,8,-2
CCOC(=O)CCCCCN(Cc1ccccc1)S(=O)(=O)c1ccc([N+](=O)[O-])cc1,-11,4,-9,2,-5,5,4,2,-12
COc1cccc2cc(C(=O)c3ccc([N+](=O)[O-])cc3)oc12,-2,3,-14,-9,16,-2,0,0,-1
O=C(Nc1ccc(Cl)cc1F)c1ccc(COc2c(F)c(F)c(F)c(F)c2F)o1,-3,8,-21,9,-8,-18,-3,2,-16
CCOC(=O)C1C(=O)C=C(Nc2ccccc2F)CC1c1ccccc1 (stereo unspecified),0,8,-17,-8,-7,-5,-1,5,2
COC(=O)c1ccc(NC(=O)[C@H](C)NC(N)=O)cc1,4,7,-19,-2,12,-8,-4,0,-6
O=C1CCNc2ccc(-c3ccccc3)cc21,8,6,-22,-4,6,-15,1,2,3
CCc1nc2c(sc3nc4c(cc32)COC(C)(C)C4)c(=O)n1Cc1ccccc1,2,4,-13,-11,2,-1,-3,5,2
Cc1ccc(C(=O)NC(=S)Nc2ccc3[nH]c(=O)[nH]c3c2)c(C)c1,8,5,-22,-9,7,-6,-2,1,-4
COc1cccc(NC(=S)/C(=C(\[O-])c2ccc([N+](=O)[O-])cc2)[n+]2ccccc2)c1,4,3,-18,-18,24,-2,-4,3,-6
CN1CCN(CCC(=O)Nc2ccc(OCc3ccccc3)cc2)CC1,1,11,-29,0,3,-7,-2,3,-6
Cc1ccc(N2CC(C(=O)Nc3ccccn3)CC2=O)cc1 (stereo unspecified),0,4,-14[20 µM],4,23,-5,-1,6,2
CSCCC(NS(=O)(=O)c1cccs1)C(=O)NCc1cccs1 (stereo unspecified),4,12,-19[20 µM],7,8,-15,-2,5,2
Cc1ccc(-n2c(=S)[nH]c3[nH]ncc3c2=O)cc1,4,-1,-28,0,18,-11,1,5,-2
O=C(CN1CCN(Cc2ccccc2Cl)C1=O)NCC1CCCO1 (stereo unspecified),.,12,-30,3,-3,3,.,.,.
COc1ccc(C2C(C#N)=C(N)Oc3c2oc(CO)cc3=O)cc1 (stereo unspecified),-1,13,-28,-4,33,-17,2,9,-3
CCOCCCNC(=S)N1C2CCC1CC(NC(=O)NC13CC4CC(CC(C4)C1)C3)C2 (stereo unspecified),3,10&6,-22[20 µM],3,11,-2,-3,4,9
NNC(=O)c1cccc(COc2ccc(Br)cc2)c1,-1,11,-11,-1,12,-4,10,21,-10
O=C(Nc1ccc2c(c1)oc1ccccc12)c1ccc2c(c1)OCO2,2,12,-20[20 µM],-11,18,-3,-3,0,-6
CCCn1c(-c2ccc[nH]c2=O)nc2cc(C)c(C)cc21,-2,6,-144,-15,8,1,1,7,2
C#CC1(NC(=O)NC(C)(C)C)CCCCC1,2,5,-31,0,7,-1,-3,0,12
CC(=O)OC(Cn1ccnc1)c1ccccc1 (stereo unspecified),9,14,-23,2,0,-15,-3,3,3
O=C(CCCCCn1c(=S)[nH]c2ccc(Br)cc2c1=O)NCC1CCCO1 (stereo unspecified),1,4,-21[20 µM],-1,7,-7,-3,2,8
COCCNC(=O)/C(C#N)=c1\s/c(=C\c2ccccc2OC(F)F)c(=O)n1Cc1ccccc1,3,2,-30,-9,16,.,0,2,5
CC(C)(C)C(=O)NC1CCN(C(=O)N2CCCC2)CC1,3,10,-2[20 µM],5,4,2,-1,3,2
CCOC(=O)C1=C(C)N(C)C(=O)NC1c1c(C)nn(-c2ccc(C)cc2)c1Cl (stereo unspecified),-2,13,-18[20 µM],-13,-4,2,-1,2,9
O=C(Oc1ccc[nH]c1=O)c1cc([N+](=O)[O-])cc([N+](=O)[O-])c1,9,8,-14,2,9,-4,-5,-1,0
CCO[C@H]1OC(C(=O)N2CCN(Cc3ccc4c(c3)OCO4)CC2)=C[C@@H](c2csc3ccccc23)[C@@H]1CCCO,2,3,-29,-17,9,-11,1,2,-6
CN(Cc1ncc[nH]1)C(=O)CC1C(=O)NCCN1Cc1c(F)cccc1Cl (stereo unspecified),1,6,-20,-1,2,3,1,8,-5
O=C(/C=C/c1nc2ccccc2s1)N1CCCCCC1,3,5,-20,-21,7,-6,0,3,-3
CC(=O)Nc1cccc(NC(=O)c2c(-c3ccccc3)noc2C)c1,-1,10,-20,3,16,-2,6,5,0
C=CCNC(=S)Nc1c(N)n(C)c(=O)n(C)c1=O,6,8,-26,-3,25,-1,-1,0,-8
CCC(=O)Nc1ccc2nc(SCC(=O)N3CCCC3)sc2c1,3,4,-15[20 µM],-3,-16,-16,0,2,-8
Cc1ccc(N=Cc2c(O)n(-c3nccs3)c(=O)c3ccccc23)c(C)c1,4,3,-24,-4,9,-18,0,4,-7

# Individual results from the entries so far:
# CCC(=O)Nc1ccc2nc(SCC(=O)N3CCCC3)sc2c1 in RBBP9 inhibitor reads -8
# Cc1ccc(N=Cc2c(O)n(-c3nccs3)c(=O)c3ccccc23)c(C)c1 in BaF3 parental reads 4

# Continuation.
SMILES,p97 ATPase inh,EP2 antag,Furin inh,Tb hexokinase,PPC-1+TRAIL kill,p47phox inh,Ba/F3 V617F tox,BaF3 parental,RBBP9 inhibitor
O=C(NC(Nc1ccccn1)C(Cl)(Cl)Cl)c1ccccc1 (stereo unspecified),2,2,-14,1,-3,-1,-3,4,2
COC(=O)C(C)N1C(=O)S/C(=C/c2cc(C)n(C(C)C)c2C)C1=O (stereo unspecified),-2,10,3[20 µM],2,28,-11,4,5,-9
CCc1cc2c(NC(Cc3c[nH]c4ccccc34)C(=O)O)nc(C)nc2s1 (stereo unspecified),1,9,-24,0,8,-9,1,0,-2
O=C(CN1CCN(c2ccccc2O)CC1)Nc1cc([N+](=O)[O-])ccc1Cl,4,9,-25,0,9,-2,1,4,1
Cc1cccc(Nc2n[nH]c(=S)s2)c1C,5,11,-19,-3,16,19,-3,-1,-1
O=C(C1CC(Cl)CN1S(=O)(=O)c1ccc(Cl)cc1)N1CCOCC1 (stereo unspecified),5,12,-18,-4,12,-7,-7,2,10
CCOC(=O)CC(NS(=O)(=O)Cc1ccccc1)c1ccc(C)cc1 (stereo unspecified),1,13,-6,32,-7,5,-1,5,-1
Cc1cccc(OCC(=O)NCC(=O)n2nc(C)cc2C)c1,-1,7,-6,-3,-20,-3,-1,7,-8
O=C(CCN1CCc2ccccc2C1)Nc1ccc2c(c1)OCO2,-2,8,-17[20 µM],4,9,-1,1,0,3
O=C(NCc1ccncc1)c1c(F)c(F)c(F)c(F)c1F,3,9,-15[20 µM],-7,-11,-8,2,4,1
CN(C)c1ncc(/C=C2/C(=O)NC(=S)N(C3CCCCC3)C2=O)cn1,2,21,-32,-1,48,-28,0,8,-6
O=C(CNC(=O)c1ccccc1)N/N=C/c1ccc([N+](=O)[O-])s1,0,7,-19,-7,.,-11,1,11,-9
O=C(NCCC(=O)N1CCN(c2ncccn2)CC1)c1ccccc1Cl,3,6,1[20 µM],-12,-3,-13,-2,3,4
CCOC(=O)c1c(-c2ccccc2)[nH]c2ccc(O)cc12,6,19,-18[20 µM],-10,-16,2,-5,1,-2
NS(=O)(=O)c1ccc(NC2=CC(c3ccc(F)cc3)N(c3ccc(S(N)(=O)=O)cc3)C2=O)cc1 (stereo unspecified),11,8,-10,-11,-10,6,1,3,-11
Cc1ccccc1NCC(=O)N/N=C\C=C\c1cccc([N+](=O)[O-])c1,-2,6,-6,-3,22,-4,3,3,-11
COc1ccc(C2Nc3ccccc3C(=O)N2Cc2ccccc2)cc1CSc1ccccn1 (stereo unspecified),4,.,-21[20 µM],2,-25,2,0,9,-5
Cc1ccc(C(=O)N2N=C(CC(C)C)CC2(O)C(F)(F)F)o1 (stereo unspecified),-1,11,-7,4,2,-17,0,2,-3
CN(C)c1ccc(/C=N/NC(=O)CN2CCN(c3ccc(F)cc3)CC2)cc1,3,9,-25,2,13,-4,0,8,-4
CCc1nnc(NC(=O)CSc2nnc(-c3ccc(OC)cc3)n2C)s1,4,4&8,-21[20 µM],3,11,0,-3,-1,-6

# In the list so far, 2 have a tert-butyl group:
SMILES,p97 ATPase inh,EP2 antag,Furin inh,Tb hexokinase,PPC-1+TRAIL kill,p47phox inh,Ba/F3 V617F tox,BaF3 parental,RBBP9 inhibitor
C#CC1(NC(=O)NC(C)(C)C)CCCCC1,2,5,-31,0,7,-1,-3,0,12
CC(C)(C)C(=O)NC1CCN(C(=O)N2CCCC2)CC1,3,10,-2[20 µM],5,4,2,-1,3,2

# (further entries)
SMILES,p97 ATPase inh,EP2 antag,Furin inh,Tb hexokinase,PPC-1+TRAIL kill,p47phox inh,Ba/F3 V617F tox,BaF3 parental,RBBP9 inhibitor
N/C(=N\OC(=O)c1ccc(Cl)cc1)c1[nH]ncc1Br,-25,9,-8,-3,-7,-8,-3,0,-4
Cc1cc(NS(=O)(=O)c2cccs2)no1,1,10,-21,-6,0,-20,0,6,-6
COC(=O)c1sccc1NC(=O)Nc1ccc(Cl)c(Cl)c1,1,20,-23[20 µM],-7,18,-8,-2,0,-6
CC1SCC(NC(=O)c2ccccc2Cl)CS1 (stereo unspecified),4,3,-30,22,-21,-7,0,-1,-6
O=C(Nc1cccnc1)c1cccc(F)c1,3,7,-24,4,3,-3,1,9,-11
Cc1ccc(NCC(=O)Nc2ccc(Br)cc2)cc1F,0,6,-16,4,2,-17,-1,6,-2
O=C(Nc1ccccc1C(F)(F)F)c1ccccn1,4,18,-18,-5,10,-1,-4,1,7
C#CCOCCOCCOCCNc1nc(N2CCN(C(=O)C(Cc3ccc(O)cc3)n3cc(C(N)CC(C)C)nn3)CC2)nc(N2CCN(C(=O)C(Cc3cc4ccccc4[nH]3)n3cc(C(N)Cc4ccc(O)cc4)nn3)CC2)n1 (stereo unspecified),19*,8,-29,15,9,0,-3,0,4
COc1ccccc1Cn1c(=S)[nH]c2cc(C(=O)N3CCN(C)CC3)ccc2c1=O,-2,4,-18,-6,7,-10,1,4,-5
C/C=C/C(=O)Nc1cccc(C2=NOC3(C2)C[C@@H](C(N)=O)N(C(=O)/C(C)=C/C)C3)c1 (stereo partly specified),.,11,-28,-9,14,-15,.,.,.
C=CCn1c(SCC(=O)c2ccc(O)c(O)c2)nnc1-c1cccnc1,10,13,-15,14,-15,3,-1,-4,-2

# Some of the compounds tested; rates above refer to the full screens.
